S-ASM inh = Inhibitors of Secretory Acid Sphingomyelinase (S-ASM): qHTS; Sphingomyelin phosphodiesterase (Homo sapiens), P17405; AID 504937, 2011; 0.006% of 340,000 active; Potency, µM (top dose mostly 57.5 µM), for the others: at the top dose activity change, negative = inhibition, hits mostly inhibitors; placental ASM, HMU-PC fluorogenic substrate, 60 min; further: potency means the concentration at half of the fitted maximal effect
Target sequence (P17405 47-631 limits assumed): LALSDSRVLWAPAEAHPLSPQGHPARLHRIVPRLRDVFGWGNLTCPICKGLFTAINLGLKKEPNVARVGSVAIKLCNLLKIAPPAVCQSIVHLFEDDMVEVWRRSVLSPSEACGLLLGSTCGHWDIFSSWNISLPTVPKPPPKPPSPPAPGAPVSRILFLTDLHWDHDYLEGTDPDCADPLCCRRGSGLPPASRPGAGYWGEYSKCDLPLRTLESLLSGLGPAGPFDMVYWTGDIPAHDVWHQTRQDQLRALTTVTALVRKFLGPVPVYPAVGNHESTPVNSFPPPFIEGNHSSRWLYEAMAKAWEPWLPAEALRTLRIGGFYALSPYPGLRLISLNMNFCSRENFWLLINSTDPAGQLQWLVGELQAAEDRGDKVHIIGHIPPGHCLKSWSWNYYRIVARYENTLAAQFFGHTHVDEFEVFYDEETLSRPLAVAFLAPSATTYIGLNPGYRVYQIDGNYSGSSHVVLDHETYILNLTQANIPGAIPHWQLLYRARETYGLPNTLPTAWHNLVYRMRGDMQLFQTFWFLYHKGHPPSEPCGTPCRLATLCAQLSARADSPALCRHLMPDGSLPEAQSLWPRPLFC
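Fluorogenic HMU-PC substrate (9 uM final) is turned over by placental ASM in 60 min at 37 C after a 10 min compound preincubation. Reaction ended by alkaline stop (pH 10), with fluorescence read at 386/447 nm.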
Menin-MLL TR inh = qHTS Assay for Inhibitors Targeting the Menin-MLL Interaction in MLL Related Leukemias: Competition With Texas Red Labeled MLL-derived Mutant Peptide; Menin + Texas Red MLL mutant peptide, fluorescence polarization; Potency, µM (doses to about 61.6 µM), for inactives: at the highest dose FP activity change, negative = inhibition, usual class: inhibitors; 0.23% of 270,000 active; AID 1768, 2009; active means well fitted inhibition curve with a large enough effect in the polarisation, with a control signal flat, not every such curve was filed as active; inconclusive means small, poorly fitted or top-dose-only effect, or effect the other way, or a change in a side signal; inactive means no such curve, though single readings can be large or run the other way; the % refers to the polarisation; further: potency means the concentration at half of the fitted maximal effect; % of control where 0% means no effect; many of its hits are not listed in these tables
AT treatment = qHTS Assay for Identifying a Potential Treatment of Ataxia-Telangiectasia. Potency, µM (top dose mostly 57.5 µM), for inactives: at the highest dose activation, most hits filed as activators. AID 485349, 2010. 0.19% of 320,000 active. […] A-T fibroblasts, KAP-1 phosphorylation AlphaLISA; neocarzinostatin DNA damage 30 min before lysis; further: potency means the concentration at half of the fitted maximal effect; % of control where 0% means no effect; nearly all actives have a fitted effect of over 45% in size
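ATM-like activity read as KAP-1 phosphorylation via AlphaLISA donor/acceptor antibody pairs after lysis and 6 hr at 25C. Cells were ATM-null patient fibroblasts ([…], hTERT), dosed 60 min, then exposed to the DSB inducer NCS for 30 min.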
Mito fusion act = qHTS Assay for Small Molecule Inhibitors of Mitochondrial Division or Activators of Mitochondrial Fusion. AID 485298, 2010. Potency, µM (titrated, usually from 46.1 µM), without a hit: at the highest dose growth rescue (activation), hits mostly activators. 0.23% of 320,000 active. S. cerevisiae fusion-defective mutant growth rescue, CellTiterGlo 48 h;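 further: potency means the concentration at half of the fitted maximal effect; % of control where 0% means no effect; nearly all actives have a fitted effect of over 45% in size; temperature-sensitive fusion mutants such as fzo1-1 at 37 °C on non-fermentable ethanol glycerol medium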
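Compounds are tested for their ability to restore growth of mitochondrial fusion-defective yeast strains at non-permissive 37C in YPEG medium over 48 hours. Viability is quantified by luciferase luminescence.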
TSHR antagonist = Antagonists of the Thyroid Stimulating Hormone Receptor: HTS campaign; activity change, negative = inhibition, % at 11.5 µM; 0.2% of 330,000 active; TSHR-expressing cells, TSH-stimulated cAMP HTRF, 2 h; active compounds read low; Thyrotropin receptor (Homo sapiens), P16473; AID 504810, 2011;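 active means activity change below a set negative limit, meaning inhibition stronger than a set level, cut at about -70% in these data; inconclusive means activity change between two set negative limits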; further: on the % scale 0 is the no-effect control and ±100 the full control effect
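Cell-based HTRF cAMP assay; TSHR cells + compound, TSH EC80 (4nM final), 2 h, 37 deg C. Lysis with anti-cAMP cryptate and cAMP-d2, 30 min RT, read 665/620 nm.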
MBNL1 CUG block = qHTS Assay for Inhibitors of MBNL1-poly(CUG) RNA binding. 0.036% of 280,000 active. TR-FRET MBNL1-His/biotin-(CUG)12 binding, 665/545 ratio. Potency, µM (doses to about 57.5 µM), without a hit: at the top dose activity change, negative = inhibition, hits mostly inhibitors; active means well fitted inhibition curve with a large enough effect in the signal ratio, with a control signal flat, not every such curve was filed as active; inconclusive means small, poorly fitted or top-dose-only effect, or effect the other way, or a change in a side signal; inactive means no such curve, though single readings can be large or run the other way; the % refers to the signal ratio; further: potency means the concentration at half of the fitted maximal effect; on the % scale 0 is the no-effect control and ±100 the full control effect
Target sequence (Q9NR56 whole entry, looked up): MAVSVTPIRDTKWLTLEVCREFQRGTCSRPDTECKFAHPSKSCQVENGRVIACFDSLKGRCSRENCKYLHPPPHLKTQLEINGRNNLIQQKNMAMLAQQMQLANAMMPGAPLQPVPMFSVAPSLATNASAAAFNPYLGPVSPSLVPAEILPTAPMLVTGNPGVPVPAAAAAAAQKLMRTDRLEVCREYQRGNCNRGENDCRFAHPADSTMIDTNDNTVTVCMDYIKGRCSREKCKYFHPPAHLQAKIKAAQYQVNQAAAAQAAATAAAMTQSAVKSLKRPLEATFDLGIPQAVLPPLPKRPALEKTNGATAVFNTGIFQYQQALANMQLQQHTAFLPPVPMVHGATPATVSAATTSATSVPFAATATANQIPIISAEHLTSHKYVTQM
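Inhibition of protein-RNA binding appears as loss of TR-FRET between terbium anti-His antibody on MBNL1-His and streptavidin-XL665 on biotin-(CUG)12. Activity is normalized to buffer-only and uninhibited-complex controls.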
PTAP TSG101 blk = qHTS Assay for Iinhibitors of HIV-1 Budding by Blocking the Interaction of PTAP/TSG101. Fluorescence polarization, FITC-PTAP peptide / Tsg101 binding. Potency, µM (titrated, usually from 115 µM), inactives show top-dose activity change, negative = inhibition, actives largely listed as inhibitors. 340,000 tested, under 10 active. Tumor susceptibility gene 101 protein (Homo sapiens), Q99816; active means well fitted inhibition curve with a large enough effect in the main read-out, with a control signal flat, not every such curve was filed as active; inconclusive means small, poorly fitted or top-dose-only effect, or effect the other way, or a change in a side signal; inactive means no such curve, though single readings can be large or run the other way; further: potency means the concentration at half of the fitted maximal effect; % of control where 0% means no effect
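Steps: Tsg101 binding domain dispensed (10 uM final), compounds pinned in DMSO, FITC-labeled PTAP-motif peptide added (50 nM final); after 20 min binding at room temperature, polarization measured.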
a7 integrin act = qHTS for Activators of Integrin-Mediated Alleviation for Muscular Dystrophy; alpha7betagal myoblasts, beta-gal FDG fluorescence, 48 h; Potency, µM (doses to about 38.3 µM), for the others: top-dose activation, usual class: activators; 0.064% of 350,000 active;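 further: potency means the concentration at half of the fitted maximal effect; 100% = response of the positive control SU9516; nearly all actives have a fitted effect of over 60% in size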
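Alpha7betagal+/- myoblasts (passage 13) were plated 16-24 hr, then exposed to compounds (1:260 dilution of DMSO stock) for 48 hours at 37C. After MPER lysis, β-galactosidase reporter activity was read as FDG fluorescence (ex 480/em 540) after 30 minutes.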
CXXC DNA block = qHTS Fluorescence Polarization Assay for Inhibitors of MLL CXXC domain - DNA interaction; Potency, µM (highest dose often 115 µM), inactives show at the top dose activity change, negative = inhibition, actives largely listed as inhibitors; 0.037% of 290,000 active; MLL-CXXC / FITC-HOXA9 DNA fluorescence polarization; AID 2662, 2010; Histone-lysine N-methyltransferase 2A (Homo sapiens), Q03164; active means well fitted inhibition curve with a large enough effect in the polarisation, with a control signal flat, not every such curve was filed as active; inconclusive means small, poorly fitted or top-dose-only effect, or effect the other way, or a change in a side signal; inactive means no such curve, though single readings can be large or run the other way; the % refers to the polarisation; further: potency means the concentration at half of the fitted maximal effect
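Purified MLL-CXXC (added from a 7 uM solution) was preincubated 5 min at ambient with pinned compounds in 50 mM Tris-HCl pH 7.5, 50 mM NaCl, 1 mM DTT, 0.05% BSA. Fluorescein-labeled HOX-A9 DNA (50 nM solution) followed, 30 min, then polarization read.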
TCR activator = Activators of T cell receptors: qHTS campaign | primary human leukocytes, anti-CD3, IL-2 HTRF, 48 h | Potency, µM (top dose mostly 9.22 µM), for inactives: at the top dose activation of IL-2 secretion, most hits filed as activators | 330,000 tested, under 10 active | AID 504894, 2011; further: % of control where 0% means no effect
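IL-2 release read by HTRF sandwich (Eu cryptate donor, d2 acceptor, 665 nm emission) after 48 hr exposure of primary human leukocytes to compound together with anti-CD3 beads in the absence of co-stimulatory signals.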
Starred values were filed as active, the others as inactive; ? = inconclusive; / = not tested or not shown; [ ] = another dose, or the depositor's remark. Unless noted, the call rests on the fitted dose curve; in most records, active means well fitted curve in the direction sought with a large enough effect; inconclusive means small, poorly fitted or top-dose-only effect, or another doubt; inactive means no such curve, though single readings can be large; an effect the other way counts as inactive or inconclusive.

SMILES	S-ASM inh	Menin-MLL TR inh	AT treatment	Mito fusion act	TSHR antagonist	MBNL1 CUG block	PTAP TSG101 blk	a7 integrin act	CXXC DNA block	TCR activator
O=C(CSCCO)Nc1ccccc1	0.6%	0.5%	/	-0.2%	/	12.0%	-4.0%	-10.7%	-0.7%	0.6%
Cc1noc(C)c1C(=O)OCC(=O)Nc1ncc(C(F)(F)F)cc1Cl	3.5%	/	-12.1%	/	/	/	0.9%	2.0%	/	-3.2%
COc1cc(NC(=O)C/C(C)=N/NC(=O)C2CCCCC2)c(OC)cc1Cl	-0.9%	6.2%	6.0%	2.6%	5.2	-7.8%	1.6%	15.0%	-3.2%	5.3%
CCCNC(=O)c1ccc(SC)cc1OC	1.9%	-13.7%	-0.1%	-1.6%	-8.8	-5.8%	-8.1%	9.7%	-5.2%	6.1%
Cc1c(C)[n+](=O)c(C)c(C)n1[O-]	6.6%	/	/	/	/	/	-0.3%	0.0%	/	-2.5%
CCCn1c(N)c(N(CCOC)C(=O)c2cccc(Cl)c2)c(=O)[nH]c1=O	-17.0%	-9.7%	-2.6%	-2.6%	8.5	-3.0%	-2.8%	2.8%	-8.3%	2.0%
CCOC(=O)Cn1c(=O)c2c(nc(N3CCOCC3)n2C)n(C)c1=O	-0.2%	15.8%	-6.1%	1.5%	-6.2	-7.3%	-0.2%	17.2%	4.8%	-0.9%
C#CCOCCOCCOCCNc1nc(N2CCOCC2)nc(N2CCN(C(=O)CCCCCCCCCCNC(=O)[C@@H]([C@H](C)CC)n3cc(CCCCCN)nn3)CC2)n1	-2.9%	/	15.4%	-8.2%	2.0	/	0.0%	-23.0%	/	-2.5%
CC(=O)Nc1ccc(C(=O)CSc2nc3ccccc3n2CC(=O)N2CCCC2)cc1	0.2%	4.7%	2.2%	1.2%	1.4	-10.9%	-4.2%	-17.7%[7.66 µM]	3.4%	-1.4%
O=C(CSc1nc2ccccc2c(=O)n1NC(=O)Cc1ccccc1)NCc1ccco1	1.6%	-18.8%	-4.8%	-2.2%	6.6	1.8%	-3.7%	-2.5%	-1.4%	4.8%
CCN(CC)c1ccc(/C=N/NS(=O)(=O)c2cccc([N+](=O)[O-])c2)cc1	-6.1%	?	6.1%	1.4%	-11.6	?	-0.4%	-17.9%	-6.4%	-2.1%[46.1 µM]
CC[C@]12c3[nH]c4ccccc4c3CCN1C(=O)C(CC(=O)NCCc1ccccn1)C[C@@H]2C(=O)N1CCN(C(=O)c2ccco2)CC1 (some centres undefined)	-4.3%	/	-41.5%	/	-7.9	/	-8.4%	11.0%	/	6.1%
O=C(COC(=O)c1nc(Cl)ccc1Cl)Nc1ccc2c(c1)OCO2	-0.3%	1.0%	-3.8%	-4.1%	-10.3	-3.6%	-2.9%	-17.4%	?	4.3%
COc1ccc(-c2cc(C(F)F)n3ncc(C(=O)N4CCN(C)CC4)c3n2)cc1	270.0%[activator]	-1.0%	3.0%	0.1%	5.7	24.6%	-0.7%	15.8%	1.2%	-0.4%[46.1 µM]
COC(=O)c1[nH]c(=O)c2ccccc2c1OCc1ccccc1	-1.0%	1.0%	11.5%	2.9%	-9.1	26.7%	1.2%	-13.8%	1.9%	/
CCOC(=O)c1cc2c(s1)-c1c(C)cccc1OC2	/	-4.8%	?	2.9%	-7.7	9.3%	-1.2%	8.8%	-3.1%	-4.9%
C/C(=N\N=C1/NC(=O)C(C)S1)c1ccco1 (centres undefined)	0.2%	2.9%	5.6%	-5.3%	13.4	1.2%	2.1%	5.7%	9.4%	0.4%
CCc1cccc(C)c1NS(=O)(=O)c1cccs1	-1.2%	-9.3%	-1.0%	5.2%	-10.8	-2.5%	-3.7%	-23.8%	5.5%	-1.2%
CCn1c(Cc2ccc(OC)cc2)nc2ccccc21	-7.0%	-10.9%	-3.6%	-3.7%	-0.8	0.4%	1.8%	10.8%	-1.9%	/
CN(C(=O)c1ccc(NC(=O)Cc2ccc(NC(=O)C3CCN(C(=O)CCc4ccccc4)CC3)cc2)cc1)C1CC1	2.8%	/	4.2%	4.5%	-3.9	/	2.5%	-24.2%	/	3.4%
CCn1c(=O)c([N+](=O)[O-])c(NCCCn2ccnc2)c2ccccc21	-0.4%	/	8.9%	-1.2%	6.9	18.5%	-4.1%	-28.0%	10.1%	-1.2%
Cc1ccc2nc(SCc3nc4c(cnn4-c4ccccc4)c(=O)[nH]3)[nH]c2c1	-2.7%	28.9%	-8.6%	3.6%	-35.9	-11.3%	-1.9%	14.9%	-1.1%	6.6%
Cc1ccc(C)c(OCC(=O)Nc2cc(C(=O)O)cc(C(=O)O)c2)c1	2.8%	6.1%	-2.6%	-2.1%	15.5	-11.4%	0.9%	-4.2%	-0.6%	-3.1%
Cc1cccc(C(=O)NCCNC(=O)c2ccco2)c1	4.7%	0.1%	0.3%	3.6%	1.7	-6.2%	-14.0%	39.5%	7.7%	4.0%
O=C(CCN1C(=O)C2CCCCC2C1=O)Nc1nc2ccc(F)cc2s1 (centres undefined)	0.3%	/	4.3%	-0.7%	7.1	/	0.3%	-14.2%	/	-0.4%
Cc1ccc(S(=O)(=O)/N=C(\c2ccc(F)cc2)n2c(C)nc3ccccc32)cc1	-1.7%	8.3%	4.2%	5.8%	29.9	-3.5%	-4.8%	13.6%	3.9%	0.6%
O=C(Cc1ccc(Cl)cc1)NCCS(=O)(=O)N1CCN(c2ccccc2F)CC1	-3.7%	/	-0.5%	4.9%	2.9	/	0.1%	-8.5%	/	1.3%
Cc1ccc2c(c1)N(C(=O)CSc1nncn1C)C(C)(C)c1ssc(=S)c1-2	?	-19.0%	2.6%	-6.0%	-2.4	?	-1.4%	-17.1%[1.53 µM]	-5.0%	5.5%
Cc1ccc(/C=N/NC(=O)c2cccc([N+](=O)[O-])c2)o1	6.1%	11.6%	4.4%	-4.8%	-6.3	/	-0.3%	5.3%	-7.8%	1.6%[46.1 µM]
CC(C)(C)OC(=O)NCCCCCc1nnc(SCC(N)=O)o1	6.0%	-15.2%	5.3%	0.3%	-11.1	3.5%	-1.7%	7.7%	-0.2%	3.8%
O=C1c2ccccc2NC(c2ccc(-c3cccc(F)c3)o2)N1O (centres undefined)	-1.0%	/	3.9%	1.7%	-11.5	/	-0.6%	/	/	3.8%
O=C(COC(=O)c1cnc(Cl)c(Cl)c1)c1ccc(F)cc1	2.3%	/	3.1%	/	-23.2	/	-2.9%	14.6%	/	/
CC(C)C[C@H](NC(=O)c1ccc(OC2CCN(C(=O)C3CC3)CC2)cc1)C(N)=O	-0.3%	8.3%	1.1%	-3.9%	-3.8	2.8%	0.5%	?	-1.0%	-3.6%
O=C(CN1C(=O)C2(OCCO2)c2ccccc21)c1ccc(Br)cc1	-4.4%	-13.3%	8.1%	-3.1%	-19.8	4.6%	-2.9%	7.8%[7.66 µM]	2.4%	/
Cc1cc(C(=O)Nc2c(C)cccc2C)n(-c2ccccc2)n1	-0.6%	0.5%	4.9%	0.3%	-0.4	-4.7%	-4.3%	-9.3%	3.1%	0.2%
O=C(NCc1ccco1)c1nnc(Cc2ccc(F)cc2)o1	5.0%	3.1%	-1.4%	-2.1%	9.4	-3.3%	-6.5%	3.2%	6.5%	11.2%[46.1 µM]
O=C(CSc1nccc(=O)[nH]1)Nc1ccc(F)c([N+](=O)[O-])c1	2.0%	13.2%	-2.3%	0.4%	-1.7	/	-2.0%	-2.3%	-7.5%	4.2%[46.1 µM]
Cc1ccc(-n2c(C)cc(/C=C3/SC(=O)N(CC(=O)N4CCOCC4)C3=O)c2C)nc1	29.2%	/	-2.6%	-1.2%	-1.8	12.5%	-2.8%	15.6%	-15.7%	4.1%
CN(CCO)c1ccc(/C=N/Nc2nncc3ccccc23)cc1	-7.5%	?	-8.8%	10.7%	-9.5	?	-3.6%	6.3%	?	1.7%
COc1cc(C2C(C#N)=C(N)Oc3n[nH]c(-c4ccccn4)c32)cc(OC)c1OC (centres undefined)	-0.2%	19.3%	0.0%	1.5%	-11.1	6.0%	-5.3%	9.0%	-2.3%	-3.3%
COc1ccc(Br)cc1CNC(=O)Cn1nc(C)n2cccc2c1=O	-3.3%	/	4.7%	-1.9%	-26.6	-7.6%	0.1%	?	22.5%	-6.9%
CCN1CCN(C(=O)C2CCC(CNS(=O)(=O)c3ccc(NC(C)=O)cc3)CC2)CC1 (centres undefined)	-1.0%	/	3.3%	0.8%	3.0	-3.5%	-4.3%	?	-3.1%	5.8%

Screens deposited in PubChem BioAssay by National Center for Advancing Translational Sciences (NCATS).

A portion of the library; count on the stated rates, not on these rows.
